NOD2 RIPK2 PPI = NOD2-RIPK2 protein interaction inhibition; AID 624267; inhibition, % at 4.98 µM; 360,000 compounds, 0.38% hits; CHO BLA complementation NOD2-RIPK2, CCF4 ratio; in the data active = inhibition above about 21%;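 also: 0% = vehicle only and 100% = reference blocker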
Glyco luc inh = N-linked glycosylation inhibition; D54 ERlucT glycosylation luciferase reporter, 24 h; percent of 100 nM tunicamycin response; 360,000 compounds, 0.23% hits; AID 588692; reporter increase, % at 12.5 µM;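 active = mean luciferase reporter signal, scaled so untreated is 0 and the glycosylation-blocking control 100, at or above a set limit in every replicate; inconclusive = mean reaches the limit but not every replicate does; inactive = mean below the limit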;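 also: luciferase carries N-glycosylation sites so blocking glycosylation raises the light; 0% = median of neutral control wells and 100% = median of 100 nM tunicamycin wells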
MC4R antag cAMP = human MC4R antagonism in cAMP assay | P32245 | MC4R-expressing cells, MTII-stimulated cAMP, LANCE TR-FRET | inhibition, % at 6.5 µM | 360,000 compounds, 0.48% hits | AID 540295;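 active = inhibition above its plate's cutoff, the mean of tested wells on that plate plus 3 SD, cut at about 29% in these data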;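 also: 0% = Melanotan II alone and 100% = Melanotan II plus saturating MCL0020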
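System: U2OS cells stably expressing human melanocortin 4 receptor (MC4R). Reagent: Melanotan II challenge after compound preincubation. Doses: 6.5 µM. Times: 30-min compound, 1-h challenge, 1-h detection, room temperature. Measured by: TR-FRET with Eu-cAMP and labeled anti-cAMP, 671 nm. Replicates: singlicate.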
TLR9-MyD88 inh = blocks human TLR9 binding to MyD88; inhibition, % at 4.98 µM; AID 504734; CHO BLA complementation TLR9-MyD88, CCF4 FRET ratio; 340,000 compounds, 0.21% hits; Q9NR96+Q99836;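 active = inhibition above the mean over all tested compounds plus 3 SD, cut at about 21% in these data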;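 also: 0% = DMSO only wells and 100% = clavulanate BLA inhibitor control wells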
Exocytosis inh = lytic granule exocytosis inhibition; TALL-104 LAMP-1 surface exposure, flow cytometry; cells stimulated with thapsigargin and PMA; AID 651702; 360,000 compounds, 0.66% hits; inhibition, % at 10 µM;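 active = inhibition above about 55%, limit read from the data; inconclusive = no clear call, values can overlap the other calls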
Vif imaging = blocks HIV Vif function; HEK293T cells, Vif self-association by quenched fluorescence, imaging, 24 h; inhibition, % at 7.49 µM; 340,000 compounds, 0.35% hits; in the data active = inhibition above about 50%, passing the limit was not always enough; inconclusive = no clear call, values can overlap the other calls; inactive = below about 31%; also: some results filed as inactive read as strong as hits
MC4R barr agon = activates human MC4R beta-arrestin recruitment. AID 540308. U2OS MC4R beta-arrestin complementation, luminescence; percent of melanotan II response, DMSO zero. P32245. 360,000 compounds, 0.98% hits. activation, % at 8.9 µM;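 active = activation above a per-plate cutoff, the mean activation of sample wells on that plate plus 3 SD, cut at about 8% in these data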
aDG glyco up = alpha-DG glycosylation activation | Pro5-aDG cells, alpha-DG glycosylation AlphaScreen (IIH6); 0% Pro5, 100% B10-LARGE cell signal | 360,000 compounds, 0.22% hits | AID 624168 | activation, % at 10 µM;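 active = activation of at least 8% versus controls, or a plate z-score of at least 8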;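 also: Pro5 are CHO cells carrying HIG-tagged alpha-DG that lacks glycosylation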
ABHD5-PLIN5 inh = ABHD5-PLIN5 protein interaction inhibition | inhibition, % at 4 µM | AID 602281 | Split G. princeps luciferase complementation, luminescence, 4 h | Q00G26+Q8WTS1 | 360,000 compounds, 0.78% hits;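 active = inhibition above the mean inhibition across every tested compound plus 3 SD, cut at about 22% in these data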;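 also: 0% = DMSO only wells and the 100% control is not disclosed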
Target sequence (Q00G26 whole entry, looked up): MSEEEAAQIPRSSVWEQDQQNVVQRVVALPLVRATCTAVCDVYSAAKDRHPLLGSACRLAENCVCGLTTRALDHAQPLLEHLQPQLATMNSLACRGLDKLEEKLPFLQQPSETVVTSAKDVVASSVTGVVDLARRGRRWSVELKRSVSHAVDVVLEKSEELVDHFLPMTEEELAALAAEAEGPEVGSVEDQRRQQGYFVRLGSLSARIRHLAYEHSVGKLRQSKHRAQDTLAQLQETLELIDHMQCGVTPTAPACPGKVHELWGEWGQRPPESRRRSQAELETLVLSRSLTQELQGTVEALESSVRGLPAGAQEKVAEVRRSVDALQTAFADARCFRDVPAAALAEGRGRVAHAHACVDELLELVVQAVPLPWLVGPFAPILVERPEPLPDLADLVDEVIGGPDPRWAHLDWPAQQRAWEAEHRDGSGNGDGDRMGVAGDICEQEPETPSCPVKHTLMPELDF
Target sequence (Q8WTS1 whole entry, looked up): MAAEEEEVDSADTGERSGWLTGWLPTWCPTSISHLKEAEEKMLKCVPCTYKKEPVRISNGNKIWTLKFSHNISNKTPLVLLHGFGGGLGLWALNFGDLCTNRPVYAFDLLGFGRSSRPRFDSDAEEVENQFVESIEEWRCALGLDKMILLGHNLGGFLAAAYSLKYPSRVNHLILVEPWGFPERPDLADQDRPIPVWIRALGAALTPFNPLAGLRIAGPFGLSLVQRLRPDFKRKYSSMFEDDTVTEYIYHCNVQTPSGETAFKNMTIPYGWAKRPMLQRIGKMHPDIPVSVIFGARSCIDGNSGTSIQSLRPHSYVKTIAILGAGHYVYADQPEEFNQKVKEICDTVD
ABCB6 inh MLPCN = inhibitors of human ABC transporter ABCB6; fluorescence ratio to DMSO, % at 10 µM; K562-ABCB6 porphyrin accumulation, flow cytometry, 1 h; stronger effect = lower value; AID 602162; 360,000 compounds, 0.19% hits;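 active = fluorescence ratio to DMSO below 75%, the collection mean minus 3 SD; inconclusive = too few cells collected in the well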;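 also: signal is porphyrin accumulated inside mitochondria; 100% equals median channel fluorescence of DMSO control wells; lower ratio means ABCB6 inhibition with less porphyrin fluorescence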
* marks the source's active call; other numbers are inactive results; ? = inconclusive; nt = not tested or not shown. The list is partial; the hit share may differ from the screen's.

SMILES	NOD2 RIPK2 PPI	Glyco luc inh	MC4R antag cAMP	TLR9-MyD88 inh	Exocytosis inh	Vif imaging	MC4R barr agon	aDG glyco up	ABHD5-PLIN5 inh	ABCB6 inh MLPCN
O=C(Oc1ccccc1/C=C\C(=O)c1cc2ccccc2o1)c1cccc(F)c1	6	4	-1	-6	55	2	-1.2	-0.6	32*	94
CCc1ccc(-c2nc(NC(=O)c3ccc(OCC(=O)Nc4ccc(F)cc4)c(OC)c3)sc2C)cc1	-16	0	13	-2	8	12	11*	0.0	4	95
Cc1cc(C)cc(NC(=O)COC(=O)CNC(=O)C2CCCCC2)c1	-8	2	5	-1	0	-7	-2.7	0.5	-4	92
CCCN1C(=O)/C(=C/c2nc3ccccc3c(=O)[nH]2)c2cc(C)ccc21	4	2	7	11	?	-6	-1.9	0.1	4	93
COc1ccc(-n2c(SCC(=O)NCC3CCCO3)nc3ccccc3c2=O)cc1Cl (configuration not stated)	-4	0	6	-2	-21	-2	-0.8	0.0	0	113
CC(C)c1ccc(NC(=O)C2CCCCC2C(=O)O)cc1 (configuration not stated)	-6	0	2	7	3	-4	-1.8	-0.3	10	95
CCOc1ccc(CSC(CC(=O)O)C(=O)O)cc1 (configuration not stated)	-19	-2	3	1	-2	-18	5.0	-0.2	-6	101
O=C(Oc1cc(=O)oc2ccccc12)c1ccccc1	1	14	7	5	-4	4	-2.5	-0.2	0	100
CCC(=O)Nc1cccc(-c2nc3ncccc3o2)c1C	2	3	3	-13	2	-1	-0.8	-0.2	3	92
CCOC(=O)C1(CCCc2ccccc2)CCN(C(=O)CCc2cnn(C)c2)CC1	5	1	2	12	3	5	-1.7	0.3	3	103
CSc1nnc(CCCCCCCCc2nnc(SC)o2)o1	-10	1	18	-2	-2	-2	0.8	0.0	4	98
N#C/C(=C\Nc1ccc2cn[nH]c2c1)c1nc(-c2ccc(Cl)cc2)cs1	-6	-8	17	-2	25	-4	-1.8	-0.6	-7	165
COc1ccc(C(=O)NC(=S)Nc2ccc(S(N)(=O)=O)cc2)cc1	-16	1	7	-1	4	1	-2.5	-0.7	2	103
O=c1[nH]c(CN2CCOCC2)nc2ccccc12	-5	3	19	-8	-1	-4	-1.4	0.1	-2	91
CN(CCC#N)C(=O)CC1(Cc2ccccc2)CCOC(C)(C)C1 (configuration not stated)	-1	1	1	8	1	0	0.4	0.1	3	93
COc1ccc(NC(=O)C2CCCN2S(=O)(=O)c2ccc(F)cc2)cc1 (configuration not stated)	3	1	6	-4	-6	4	-1.4	0.1	-1	99
CN(C)CC[C@@H](c1ccc(Cl)cc1)c1ccccn1	-25	-2	5	4	0	1	0.9	0.2	1	101
CC(OC(=O)CCC1CCCCC1)C(=O)Nc1ccc(S(N)(=O)=O)cc1 (configuration not stated)	3	-1	0	15	4	8	-1.9	0.0	4	94
Cc1cccc(OCC(=O)N/N=C/c2cn[nH]c2-c2ccc(Cl)c(Cl)c2)c1	-5	0	15	-3	2	7	4.3	0.8	1	100
Nc1ccc(C(=O)NCC2(c3ccccc3)CCCC2)cc1	0	1	-2	-4	0	9	-0.5	-0.1	-1	100
Cc1ccccc1-n1nc2c(c1NC(=O)CC(C)C)CS(=O)C2 (configuration not stated)	-9	1	2	-8	1	-1	-1.8	-0.4	1	103
Cc1cc2c(cc1S(=O)(=O)CCC(=O)NCCc1ccccc1)OCC(=O)N2	-8	0	2	-7	0	-4	0.2	-0.3	-8	103
CC(C)Cn1cc(C(=O)N2CCC(C)CC2)c2c3ccccc3n(C)c2c1=O	2	1	11	2	2	-8	0.8	0.1	7	92
CCOC(=O)Nc1ccc(OC)c([N+](=O)[O-])c1	-5	2	-6	-1	0	8	1.6	0.0	2	104
C=Cn1cc[n+](CC(=O)c2cccs2)c1	-13	1	0	2	2	-2	0.2	-0.1	-2	99
Cc1ccc(C(=O)c2ccccc2C(=O)OCC(=O)Nc2cccc([N+](=O)[O-])c2)cc1	5	-2	7	0	-9	-4	-1.3	0.1	-4	96
CC(C)(C)NC(=O)C1c2ccccc2OCC(=O)N1Cc1ccco1 (configuration not stated)	0	nt	nt	nt	-3	nt	nt	0.3	2	105
Clc1ccccc1-c1nnc2sc(-c3ccco3)nn12	2	0	-8	-1	-2	-5	-1.6	0.1	6	103
CNS(=O)(=O)c1cccc(C(=O)OCC(=O)Nc2ccc(N3CCCCC3)cc2)c1	-1	-2	4	7	0	12	-0.7	0.0	4	94
Cc1[nH]c(=O)c(C#N)c(C)c1CCC(=O)N(C)CC(=O)Nc1ccc(Cl)c(Cl)c1	-7	0	8	-3	3	-5	0.6	0.1	-2	102
CC(COC(=O)c1ccccc1)(COC(=O)c1ccccc1)/[N+]([O-])=C/c1ccccc1	5	1	18	-2	3	1	-0.4	-0.2	8	101
O=C(CN(C1CCCCC1)S(=O)(=O)c1ccc(Cl)cc1)N1CCOCC1	-5	2	8	2	-2	-2	0.3	-0.3	-1	91
O=C(CC1CCCC1)NCCS(=O)(=O)N1CCN(c2ccccc2)CC1	6	-2	1	11	-2	-11	0.0	1.7	3	101
O=S1(=O)NC(=NCC(c2ccco2)N2CCCCC2)c2ccccc21 (configuration not stated)	0	3	10	0	-1	nt	1.5	0.1	6	100
COC(=O)c1cc(OC)c(OC)cc1NC(=O)Nc1cccc(C(C)=O)c1	6	2	15	12	5	2	-1.2	-0.3	2	96
COc1ccc2nc(SCC(=O)NC3CCCCC3C)[nH]c2c1 (configuration not stated)	3	8	1	-11	0	-5	0.6	-0.2	3	94
CCn1c(=O)c(C(=O)Nc2nc3ccccc3[nH]2)c(O)c2ccccc21	-10	2	5	-9	-9	7	4.8	0.1	1	117
CCN(CC)C(=S)SCC(=O)Nc1ncc2c(n1)CC(C)(C)CC2=O	-5	0	9	nt	12	-9	-1.4	0.2	-5	100
Cc1c(C(=O)NC2CC2)oc2ccc(S(=O)(=O)N3CCCCCC3)cc12	-9	-4	6	-7	1	-10	-1.2	0.3	-8	95
Nc1nc(SCCO)[nH]c(=O)c1NC(=O)c1ccc(Br)o1	-2	3	7	-7	-1	-3	-4.2	0.1	-8	102
COc1ccc(C)cc1NC(=O)c1ccccc1N(C)S(=O)(=O)c1ccccc1	3	0	7	13	29	1	1.5	0.0	-9	101
COC(=O)c1ccccc1NC(=O)C1CCN(S(=O)(=O)c2cc(OC)ccc2OC)CC1	3	-3	7	10	2	-5	-1.5	0.0	1	93
O=[N+]([O-])c1cccc(S(=O)(=O)N2CCN(S(=O)(=O)N3CCCCCC3)CC2)c1	-8	3	2	-1	19	-6	0.3	0.0	6	103
CC(=O)c1c(C)[nH]c(C(=O)OCc2cccc(C)c2)c1C	2	-1	9	-2	29	-9	-0.5	1.7	-8	96
N#Cc1ccccc1S(=O)(=O)N1CCN(CC(O)CN2CCOCC2)CC1 (configuration not stated)	-3	1	6	-6	-2	12	-0.7	0.2	3	100
OCCCNCc1ccc(N(c2ccccc2)c2ccccc2)cc1	3	-2	-4	2	36	5	2.9	1.8	8	98
O=C1C=C(c2ccc3c(c2)oc2ccccc23)C[C@@H](c2ccc(Cl)cc2)C1	8	-1	9	3	-7	-5	0.1	-0.5	10	97
COc1cc(OC)cc(C(=O)N[C@H](C(=O)Nc2cc(F)ccc2C)C(C)C)c1	-7	-2	4	-3	-1	0	0.6	0.1	-6	96
COc1ccc(-c2nnn(CC(=O)NC(=O)NC3CCCCC3)n2)cc1OC	6	2	2	-8	15	-13	5.6	0.2	-1	94
COc1cccc(C(=O)N/N=C(\CC(C)C)c2ccccc2)c1	-2	3	5	-4	4	-4	0.4	0.0	1	99
CCCCSc1cc(C)nc(N)n1	-14	0	8	-1	-1	7	-2.7	0.0	-10	102
Cn1nc(C(=O)NCCN2CCOCC2)c2ccccc2c1=O	-10	2	-6	1	-3	4	-2.8	-0.2	2	96
CCOc1ccccc1N(CC(=O)Nc1ccc2c(c1)OCO2)S(C)(=O)=O	-4	0	8	-7	0	-1	-1.6	0.2	3	94
O=C(NCc1ccc(F)cc1)c1cc(C2CCCCN2C(=O)CCc2ccccc2)on1 (configuration not stated)	8	-3	0	nt	0	-6	-0.1	-0.1	-4	96
CC1CCN(c2ccc([N+](=O)[O-])cc2C(=O)N2CCOCC2)CC1	-5	6	4	5	1	-4	0.1	-0.3	9	96
COc1cc(C(=O)NN=Cc2ccc(N(C)C)cc2)cc(OC)c1OC	17	10	-27	5	-4	3	-2.0	0.0	1	94
CC(C)(C)n1nnnc1C(c1ccc(F)cc1)N1CCC(C(N)=O)CC1 (configuration not stated)	2	1	2	4	-4	2	-0.8	0.0	2	98
C(=C\c1ccccc1)/CN1CCN(C(c2ccccc2)c2nnnn2Cc2ccccc2)CC1 (configuration not stated)	-6	-5	nt	nt	39	nt	nt	-0.4	7	102
CC(C)CNC(=O)c1cc(S(=O)(=O)N2CCOCC2)ccc1N1CCCC1	-5	0	5	1	-6	nt	-2.4	-0.2	7	101
CC(=O)Nc1ccccc1NS(=O)(=O)c1cccc([N+](=O)[O-])c1	-12	0	25	-7	-1	-1	-2.1	-0.2	-1	102

Rewritten with values under each structure: part of the list above.
The line under a structure holds: NOD2 RIPK2 PPI	Glyco luc inh	MC4R antag cAMP	TLR9-MyD88 inh	Exocytosis inh	Vif imaging	MC4R barr agon	aDG glyco up	ABHD5-PLIN5 inh	ABCB6 inh MLPCN
> O=C(NCc1ccc(F)cc1)c1cc(C2CCCCN2C(=O)CCc2ccccc2)on1 (configuration not stated)
    8	-3	0	nt	0	-6	-0.1	-0.1	-4	96
> CC1CCN(c2ccc([N+](=O)[O-])cc2C(=O)N2CCOCC2)CC1
    -5	6	4	5	1	-4	0.1	-0.3	9	96
> COc1cc(C(=O)NN=Cc2ccc(N(C)C)cc2)cc(OC)c1OC
    17	10	-27	5	-4	3	-2.0	0.0	1	94

The results go on.
SMILES	NOD2 RIPK2 PPI	Glyco luc inh	MC4R antag cAMP	TLR9-MyD88 inh	Exocytosis inh	Vif imaging	MC4R barr agon	aDG glyco up	ABHD5-PLIN5 inh	ABCB6 inh MLPCN
Cc1c(C(=O)n2cnc3ccccc32)cccc1[N+](=O)[O-]	-8	1	3	-7	-8	-18	-0.2	0.1	2	96
Cc1ccc(NS(=O)(=O)c2cc(C(=O)OCC(=O)NCC3CCCO3)ccc2C)cc1 (configuration not stated)	-3	0	13	11	2	-4	0.0	0.2	2	93
Cn1c(N)c(C(=O)COC(=O)c2cccc(S(=O)(=O)NCc3ccccc3)c2)c(=O)n(C)c1=O	-6	3	-9	8	0	8	-0.1	0.1	-2	90
Cc1ccc(C)c(NC(=O)CSc2nnc(C)c(=O)n2N)c1	-12	1	6	-4	1	5	-1.3	0.0	-2	96
CCOc1ccc(CNC(=O)C2CCN(S(=O)(=O)CC)CC2)cc1OC	0	0	6	2	4	4	2.5	0.4	3	101
CCC1CCCCN1C(=O)CSc1nnc(N)s1 (configuration not stated)	-6	-2	-2	-6	-4	15	-0.2	0.2	1	97
Cc1cc(Cl)ccc1OC(C)c1nnc(N)s1 (configuration not stated)	-3	1	-1	7	2	-4	0.6	0.0	3	85

Assay outcomes deposited in PubChem by several laboratories.
